TMEM16A inh: TMEM16A chloride channel inhibitors, primary screen, cell-based, HTS; Anoctamin-1 (Mus musculus), Q8BHY3; HEK293 TMEM16A/YFP iodide influx fluorescence, ionomycin; normalized B-score (activity score, 25-100; higher = stronger inhibition) at 10 µM; actives 1.2% (n = 310,000);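 active = ratio plate-corrected score three or more library SD toward inhibition, starting fluorescence score within five deviations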;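 note: score derived from kinetic fluorescence span divided by baseline fluorescence per well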
TRPC4 act: activators of mouse TRPC4 channel, primary screen, Fluo4 calcium, HEK293 TRPC4beta/mu-opioid cells; Short transient receptor potential channel 4 (Mus musculus), Q9QUQ5; Fluo4 calcium fluorescence; active compounds read high; B-score at 10 µM; actives 0.49% (n = 310,000); AID 2237, 2010;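 active = B-score above 5 SD of library B-scores, and initial fluorescence ratio not above library mean plus 5 SD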;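 note: positive B-score marks a calcium rise read as TRPC4 activation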
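Test system: HEK293 cells stably co-expressing mouse TRPC4beta and mu-opioid receptor | Schedule: Fluo4 dye loading 45 min at room temperature, 110 s recording | Measured by: Kinetic Fluo4 calcium fluorescence, 5 s baseline at 1 Hz | Evaluation: B score of integrated ratio | Controls: Buffer (low) and maximal DAMGO (high)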
TRPC4 potent: positive allosteric modulators of TRPC4, primary screen, cell-based, mouse TRPC4beta, HEK293 mu-opioid, Fluo-4 calcium; AID 2227, 2009; DAMGO EC20, Fluo-4 Ca2+ flux; active compounds read high; actives 0.42% (n = 310,000); Short transient receptor potential channel 4 (Mus musculus), Q9QUQ5; B-score at 10 µM;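 active = B-score of calcium response area above 5 SD of library B-scores, with initial fluorescence ratio within 5 SD of library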;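 note: B-score of integrated fluorescence ratio over time as area under calcium response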
ANO1 activ: TMEM16A chloride channel activators or potentiators, primary screen, cell-based, HTS | HEK293 TMEM16A/YFP-H148Q/I152L, iodide quench fluorescence; active compounds read low | actives 0.3% (n = 340,000) | B-score at 10 µM | AID 623877, 2012;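 active = fluorescence-ratio B-score plate-corrected deviation score at least 3 library SD below zero, with starting fluorescence score within 5 deviations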;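 note: channel opened by trigger with iodide after compound preincubation; score built on the fluorescence ratio of max minus min over baseline; more negative score means more quench and so TMEM16A activation or potentiation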
TRPC6 inh: mouse TRPC6 channel inhibitors, primary screen, cell-based, HEK293, membrane potential dye; Short transient receptor potential channel 6 (Mus musculus), Q61143; actives 1.1% (n = 310,000); ACh-evoked depolarization; active compounds read low; B-score at 10 µM;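 active = B-score under library mean minus 3 SD, initial fluorescence not abnormally high, positive integrated signal ratio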;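 note: B-score derived from integrated fluorescence ratio over the kinetic read; more negative B-score means stronger inhibition of depolarization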
MrgX1 agonist: agonists of human MrgX1 receptor, primary screen, HEK293 cells, Fluo-4 calcium flux; Fluo-4 calcium fluorescence, agonist mode; active compounds read high; Mas-related G-protein coupled receptor member X1 (Homo sapiens), Q96LB2; actives 0.44% (n = 310,000); B-score at 10 µM;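 active = calcium response B-score plate-corrected fluorescence ratio at least 3 library SD, with starting fluorescence B-score inside 5 SD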
Target sequence (Q96LB2 whole entry, looked up): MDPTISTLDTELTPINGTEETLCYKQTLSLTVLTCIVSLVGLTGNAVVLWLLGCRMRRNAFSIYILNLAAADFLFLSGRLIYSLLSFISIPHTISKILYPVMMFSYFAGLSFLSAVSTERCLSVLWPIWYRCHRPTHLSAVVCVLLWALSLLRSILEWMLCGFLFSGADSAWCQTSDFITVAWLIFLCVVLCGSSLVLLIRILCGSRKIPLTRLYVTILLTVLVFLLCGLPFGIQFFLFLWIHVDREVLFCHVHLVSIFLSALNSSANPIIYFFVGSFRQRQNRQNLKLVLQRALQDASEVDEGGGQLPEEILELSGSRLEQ
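Material: MrgX1-expressing HEK293 cells; input: 15,000 cells per well; doses: test compound given as first of three sequential additions; schedule: overnight plating before 1 h dye loading; technique: Fluo-4 NW calcium-flux fluorescence, kinetic read; evaluation: baseline-normalised fluorescence change ratio, B-scored; control set: plate-wise positive and negative controls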
TRPC4 block: inhibitors of mouse TRPC4 channel, primary screen, Fluo4 calcium, HEK293 TRPC4beta/mu-opioid cells; actives 0.39% (n = 300,000); B-score at 10 µM; DAMGO-evoked Fluo4 calcium flux; active compounds read low; Short transient receptor potential channel 4 (Mus musculus), Q9QUQ5; AID 2247, 2010;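 active = B-score over 3 SD under the library average, no early fluorescence shift, positive overall ratio signal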
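Assay system: HEK293 cells with stable TRPC4beta plus mu-opioid receptor expression; Probe or stimulus: DAMGO in two steps, submaximal then maximal; Dosing: single-point compound dosing; Measured by: Fluo4 calcium-dye fluorescence, kinetic read; Read-out basis: B score from integrated Fluo4 fluorescence ratio.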
MrgX1 PAM: positive allosteric modulators of MrgX1, primary screen, HEK293 cells, Fluo-4 calcium flux. Mas-related G-protein coupled receptor member X1 (Homo sapiens), Q96LB2. FDSS; active compounds read high. B-score at 10 µM. actives 0.63% (n = 310,000). AID 588675, 2011;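 active = plate-corrected calcium response at least 3 library SD above typical, normal starting fluorescence, not activating the receptor alone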;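 note: compound read alongside a low EC10 to EC30 dose of BAM8-22 agonist; peak minus trough fluorescence over baseline measured at the second addition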
TRPC6 act: mouse TRPC6 channel activators, primary screen, cell-based, HEK293, membrane potential dye; Short transient receptor potential channel 6 (Mus musculus), Q61143; HEK293-TRPC6 membrane potential dye fluorescence; active compounds read high; B-score at 10 µM; actives 0.13% (n = 310,000);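 active = B-score of the integrated fluorescence ratio above library mean plus 3 SD, and starting fluorescence ratio within library mean plus 5 SD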;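 note: higher score means more depolarization so channel activation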
RGS4 inh: RGS4 inhibitors, primary screen, cell-based, HEK293 M3R inducible RGS4, calcium flux. B-score at 10 µM. Regulator of G-protein signaling 4 (Homo sapiens), P49798. actives 0.45% (n = 310,000). Fluo-4 calcium flux; active compounds read high; triggered by carbachol at its EC20. AID 463165, 2010;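 active = B-score, a plate-corrected calcium signal, over three deviations above library mean, with baseline fluorescence within five deviations of library mean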;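 note: RGS4 expression induced by doxycycline in cells with stable M3 receptor; B-score is computed from the integrated fluorescence ratio over baseline after carbachol; higher B-score means a larger calcium signal and so more RGS4 inhibition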
Target sequence (P49798 whole entry, looked up): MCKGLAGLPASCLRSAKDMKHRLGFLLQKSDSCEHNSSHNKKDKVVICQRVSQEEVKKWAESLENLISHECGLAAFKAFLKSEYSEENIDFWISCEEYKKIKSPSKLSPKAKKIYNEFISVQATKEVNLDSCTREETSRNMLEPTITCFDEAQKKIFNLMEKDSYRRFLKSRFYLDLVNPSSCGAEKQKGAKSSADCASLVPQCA
MrgX1 antag: antagonists of human MrgX1 receptor, primary screen, HEK293 cells, Fluo-4 calcium flux | Mas-related G-protein coupled receptor member X1 (Homo sapiens), Q96LB2 | BAM8-22 antagonism; active compounds read low | B-score at 10 µM | actives 1.3% (n = 310,000) | AID 588676, 2011;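 active = calcium-response B-score plate-corrected more than 3 library SD below zero, starting fluorescence within 5 deviations, no agonist response on first addition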;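 note: peak minus trough fluorescence over baseline after final BAM8-22 challenge near maximal dose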
* marks the source's active call; other numbers are inactive results; i = inactive; nt = no result given.

SMILES	TMEM16A inh	TRPC4 act	TRPC4 potent	ANO1 activ	TRPC6 inh	MrgX1 agonist	TRPC4 block	MrgX1 PAM	TRPC6 act	RGS4 inh	MrgX1 antag
Cn1nc(NC(=O)C2CCC2C(=O)O)c2c(F)cccc21 (configuration not stated)	i	i	i	i	i	i	i	i	i	i	i
CCOC(=O)N1CCN(C(=O)CN2C(=O)c3ccccc3S2(=O)=O)CC1	i	i	i	i	i	i	i	i	i	i	i
Cn1c(CCN2CCN(c3ccccc3)CC2)nc2cc(NC(=O)c3ccco3)ccc21	i	i	i	i	i	i	i	i	i	i	i
COc1ccccc1OCc1nnc(SCC(=O)Nc2ccc(C)cc2)n1C	i	i	i	i	i	i	i	i	i	i	i
COc1ccc(NC(=O)Nc2nnc(Cc3ccccc3)s2)cc1	i	i	i	i	i	i	i	i	i	i	i
O=C(CCNC(=O)Cn1ccc2ccccc2c1=O)NCCC1=CCCCC1	i	i	i	i	i	i	i	i	i	i	i
CC1(NC(=S)NCCCCCCNC(=S)NC2(C)CCS(=O)(=O)C2)CCS(=O)(=O)C1 (configuration not stated)	i	i	i	i	i	i	i	i	i	i	i
Nc1cccnc1Sc1cccc(Cl)c1	i	i	i	i	i	i	i	i	i	i	i
COc1ccc(N2CCN(C(=O)c3cc(=O)c4cc(C)ccc4o3)CC2)cc1	i	i	i	i	i	i	i	i	i	i	i
CC1=C2C(CCS2(=O)=O)CC2(C1)C(=O)OC(C)(C)OC2=O (configuration not stated)	i	i	i	i	i	i	i	i	i	i	i
O=c1[nH]c(=S)c2ncn(-c3ccccc3)c2[nH]1	i	i	i	i	i	i	i	i	i	i	i
Cc1cc(=O)[nH]c(NN=C2CCC(C(C)(C)C)CC2)n1 (configuration not stated)	i	i	i	i	i	i	i	i	i	i	i
CC1(C)S/C(=N/N=C/c2cccs2)NC1=O	i	i	i	i	i	i	i	i	i	i	i
COCCSc1nnc(NS(=O)(=O)c2ccc(C)cc2)s1	i	i	i	i	i	i	i	i	i	i	i
CCc1ccccc1NC(=O)NCc1cccnc1	i	i	i	i	i	i	i	i	i	i	i
O=C(Nc1cccc(NC(=O)c2ccc(Br)cc2)c1)c1ccccc1	i	i	i	i	i	i	i	i	i	i	i
CC(C)CC(=O)NNC(=S)NCc1ccco1	i	i	i	i	i	i	i	i	i	i	i
CCOC(=O)N1CCN(C(=O)c2cc(-c3ccc(F)cc3)[nH]c2C)CC1	i	i	i	i	i	i	i	i	i	i	i
COc1ccc(NC(=O)C2CCCN(S(=O)(=O)c3ccc4c(c3)CCCN4C(C)=O)C2)cc1Cl (configuration not stated)	i	i	i	i	i	i	i	i	i	i	i
CS(=O)(=O)Nc1ccc(N2CCN(c3ccc(C(F)(F)F)cn3)CC2)nc1	i	i	i	i	i	i	i	i	i	i	i
CC(C)OCCCNC(=O)c1cc2c(s1)CS(=O)(=O)C2	i	i	i	i	i	i	i	i	i	i	i
CCSc1nnc(-c2cccnc2)n1Cc1ccco1	i	i	i	i	i	i	i	i	i	i	i
O=C(CNS(=O)(=O)c1ccc(Br)cc1)Nc1ccc2c(c1)OCCO2	nt	i	i	i	i	nt	i	nt	i	i	nt
CCN(CC)c1cccc(OC2=NS(=O)(=O)c3ccccc32)c1	i	i	i	i	i	i	i	i	i	i	i
Cc1cc(C)cc(NC(=O)NCc2nnc(SCc3ccccc3)n2C)c1	i	i	i	i	i	i	i	i	i	i	i
COC(=O)NC(C)N1C(=O)C2C3C=CC(C3)C2C1=O (configuration not stated)	i	i	i	i	i	i	i	i	i	i	i
CCN(CC)/C(Sc1ccccc1)=C(\C(Cl)=C(Cl)Cl)[N+](=O)[O-]	i	i	i	i	i	i	i	i	i	i	i
Cc1cc(C(=O)NNC(=O)c2sccc2C)c(C)o1	i	i	i	i	i	i	i	i	i	i	i
Cc1ccc(C)n1-c1ccc(C(=O)Nc2ccccc2F)cc1	i	i	i	i	i	i	i	i	i	i	i
OC1CCN(C(=S)Nc2ccc(Oc3ccccc3)cc2)CC1	i	i	i	i	i	i	i	i	i	i	i

Single records, from the list above. Order of values: TMEM16A inh | TRPC4 act | TRPC4 potent | ANO1 activ | TRPC6 inh | MrgX1 agonist | TRPC4 block | MrgX1 PAM | TRPC6 act | RGS4 inh | MrgX1 antag
CC(C)CC(=O)NNC(=S)NCc1ccco1 is listed with i | i | i | i | i | i | i | i | i | i | i
CCOC(=O)N1CCN(C(=O)c2cc(-c3ccc(F)cc3)[nH]c2C)CC1 is listed with i | i | i | i | i | i | i | i | i | i | i

Going on with the list.
SMILES	TMEM16A inh	TRPC4 act	TRPC4 potent	ANO1 activ	TRPC6 inh	MrgX1 agonist	TRPC4 block	MrgX1 PAM	TRPC6 act	RGS4 inh	MrgX1 antag
Cc1cccc(-c2nsc(SCC(=O)c3ccc(Cl)cc3)n2)c1	i	i	i	i	i	i	i	i	i	i	i
CN(C)CCCOC(=O)COc1ccc(C(C)(C)C)cc1	i	i	i	i	i	i	i	i	i	i	i
C/C(=N\NC(=O)c1ccccc1Br)c1ccc(N2CCOCC2)cc1	i	i	i	i	i	i	i	i	i	i	i
COc1ccc(CCNC(=O)C2CCN(C(=O)c3ccc(F)cc3)CC2)cc1	i	i	i	i	i	i	i	i	i	i	i
Cc1cc(C)c2nc(NC(=O)c3ccc4c(c3)OCO4)sc2c1	i	i	i	i	i	i	i	i	i	i	i
Oc1c(N=NC(=S)Nc2ccccc2F)c2ccccc2n1Cc1ccc(F)cc1	i	i	i	i	i	i	i	i	i	i	i
Cc1ccc(OCCNC(=O)c2ccc3c(c2)OCO3)cc1	i	i	i	i	i	i	i	i	i	i	i
O=C(CCn1cnc2ccccc2c1=O)Nc1ccc(Cl)c(Cl)c1	i	i	i	i	i	i	i	i	i	i	i
Cc1cc(NC(=O)Cn2cnc3c(nnn3-c3cccc(F)c3)c2=O)no1	i	i	i	i	i	i	i	i	i	i	i
O=C(Cc1ccc2c(c1)CCCC2)Nc1ccccc1Br	i	i	i	i	i	i	i	7.3*	i	i	i
O=C(Cc1nc(-c2ccc([N+](=O)[O-])cc2)cs1)Nc1ccccc1	i	i	i	i	i	i	i	i	i	i	i
CCCn1c(SCC(=O)NC(C)(C)C)nnc1-c1ccco1	i	i	i	i	i	i	i	i	i	i	i
Cc1ccc(C)c(N=Cc2c(O)c3ccccc3oc2=O)c1	i	i	i	i	i	i	i	i	i	i	i
CCOC(=O)c1ccc(Nc2ccc(-c3ccc(OC)c(OC)c3)nn2)cc1	i	i	i	i	i	i	i	i	i	i	i
Cc1cc(NC(=O)COC(=O)COc2cccc3c2OC(C)(C)C3)no1	i	i	i	i	i	i	i	i	i	i	i
CCOCc1nnc(NC(=O)c2cc(OC)c(OC)cc2[N+](=O)[O-])s1	i	i	i	i	i	i	i	i	i	i	i
CCOc1ccc(OCC(=O)N(C)c2c(N)n(Cc3ccccc3)c(=O)[nH]c2=O)cc1	i	i	i	i	i	i	i	i	i	i	i
CC1(C)Cc2c(C#N)c(N3CCOCC3)nc(-c3ccccc3)c2CO1	i	i	i	i	i	i	i	i	i	i	i
CCCCc1cc(=O)oc2cc(OCC(=O)NC3CCN(Cc4ccccc4)CC3)ccc12	i	i	i	i	i	i	i	i	i	i	i
Cc1ccc(S(=O)(=O)N2CCN(C(=O)CN3C(=O)c4ccc([N+](=O)[O-])cc4C3=O)CC2)c(C)c1	i	i	i	i	i	i	i	i	i	i	i
CSc1nnc(NC(=O)C2CCCCC2)s1	i	nt	nt	i	nt	i	nt	i	nt	nt	i
CCN(CC)c1nc(SCCOC(=O)Nc2ccccc2)nc(N(CC)CC)n1	i	i	i	i	i	i	i	i	i	i	i
O=C1c2cccc3c([N+](=O)[O-])ccc(c23)C(=O)N1c1ccccn1	i	i	i	i	i	i	i	i	i	i	i
COc1ccccc1-c1ccc(NC2CCCC2)nn1	i	i	i	i	i	i	i	i	i	i	i
Cc1c(NC(=S)NC(=O)c2sc3ccccc3c2Cl)cccc1C(=O)O	i	i	i	i	i	i	i	i	i	i	i
CCn1nnnc1SCC(=O)N1CCCCC1	i	i	i	i	i	i	i	i	i	i	i
CC(Sc1nncs1)C(=O)NC1CCCCC1C (configuration not stated)	i	i	i	i	i	i	i	i	i	i	i
O=S(=O)(NCc1cc(-c2ccccc2Cl)no1)c1ccccc1	i	i	i	i	i	i	i	i	i	i	i
N#C/C(=C\c1ccccc1)C(=O)NCCN1CCOCC1	i	i	i	i	i	i	i	i	i	i	i
CN(C)CCNc1cc(-c2ccncc2)nc2ccccc12	i	i	15*	i	-11*	i	i	i	i	i	i
COc1ccc(NC(=O)N2CCCc3cccc(C)c32)cc1	i	i	i	i	i	i	i	i	i	i	i
O=C(CSc1ccc(-c2ccco2)nn1)c1cccc([N+](=O)[O-])c1	i	i	i	i	i	i	i	i	i	i	i
Nn1c(SCC(=O)Nc2nc3ccccc3s2)nncc1=O	i	i	i	i	i	i	i	i	i	i	i
CC(NC(=O)CSc1nc(=O)cc(N)n1CCc1ccccc1)c1ccccc1 (configuration not stated)	i	nt	nt	i	nt	i	nt	i	nt	nt	i
COc1cc(OC)cc(C(=O)NNC(=O)CN2C(=O)NC(C)(c3ccc(C)cc3)C2=O)c1 (configuration not stated)	i	i	i	i	i	i	i	i	i	i	i
COc1ccc(C(=O)NCCS(=O)(=O)N2CCN(Cc3ccccc3)CC2)cc1	i	i	i	i	i	i	i	i	i	i	i
